sEH inh = blocks human soluble epoxide hydrolase activity. AID 707. recombinant human sEH enzymatic activity assay. hit rate 0.34% among 91,000. inhibition, % at 2 µM; in the data active means inhibition above about 80%; further: values of inactives mirror those of a sister screen read the other way; many of its hits are not listed in these tables
S1P2 antag = S1P2 (human) receptor antagonism; cell-based S1P2 antagonist assay, inhibition at 5 uM; inhibition, % at 5 µM; O95136; hit rate 0.21% among 97,000; in the data active means inhibition above about 45%;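 further: CRE beta-lactamase reporter cells expressing human S1P2 stimulated with S1P; 0% = agonist at EC80 alone and 100% = agonist plus reference antagonist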
HUVEC prolif 384 = inhibitors of human endothelial cell proliferation; HUVEC proliferation, CellTiter-Glo luminescence, 72 h; active compounds read low; viability, % at 10 µM (by protocol); hit rate 1.1% among 86,000; AID 648;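 active means viability at or below 30%; inactive means viability above 30%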;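 further: 100% = median luminescence of DMSO-only cell control wells on each plate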
S1P2 agonist = activates the human S1P2 receptor | hit rate 0.46% among 97,000 | activation, % at 4.5 µM | S1P2-expressing cell line, agonist reporter read-out; in the data active means activation above about 16%;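 further: 0% = vehicle low control and 100% = maximal reference agonist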
LYP act = activators of human LYP (PTPN22) phosphatase | Q9Y2R2 | recombinant LYP, DiFMUP fluorescence; 0 = plate median, 100 = signal doubled | activation, % at 2 µM | hit rate 0.11% among 96,000 | AID 697;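 active means activation at 2 µM above a set limit, the mean plus 5 SD, cut at about 37% in these data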
Target sequence (Q9Y2R2 whole entry, looked up): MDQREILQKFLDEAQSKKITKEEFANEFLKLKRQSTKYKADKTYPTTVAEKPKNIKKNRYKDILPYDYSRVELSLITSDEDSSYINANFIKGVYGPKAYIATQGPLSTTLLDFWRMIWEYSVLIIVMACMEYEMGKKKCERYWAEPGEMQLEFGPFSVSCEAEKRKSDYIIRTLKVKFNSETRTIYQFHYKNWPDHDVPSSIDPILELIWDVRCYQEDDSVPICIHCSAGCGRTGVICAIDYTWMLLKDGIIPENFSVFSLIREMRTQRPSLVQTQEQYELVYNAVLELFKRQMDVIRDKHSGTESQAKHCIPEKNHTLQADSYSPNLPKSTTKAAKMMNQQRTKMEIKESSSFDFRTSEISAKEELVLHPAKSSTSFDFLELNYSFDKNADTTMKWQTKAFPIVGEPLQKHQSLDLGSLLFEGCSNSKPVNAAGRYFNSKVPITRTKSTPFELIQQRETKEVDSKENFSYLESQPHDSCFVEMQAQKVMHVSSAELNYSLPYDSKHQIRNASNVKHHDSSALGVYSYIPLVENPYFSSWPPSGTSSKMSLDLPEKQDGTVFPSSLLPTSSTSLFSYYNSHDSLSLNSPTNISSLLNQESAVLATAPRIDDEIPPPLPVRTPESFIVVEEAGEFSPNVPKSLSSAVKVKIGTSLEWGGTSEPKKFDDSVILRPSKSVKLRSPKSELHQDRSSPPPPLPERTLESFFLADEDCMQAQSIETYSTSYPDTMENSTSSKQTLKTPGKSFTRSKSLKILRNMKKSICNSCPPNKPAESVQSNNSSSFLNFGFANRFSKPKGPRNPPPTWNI
PostGolgi ctrl = inhibits growth of the yeast control strain. efflux-deficient yeast background strain, growth absorbance A615, 16 h. inhibition, % at 10 µM. hit rate 5% among 98,000. AID 738; in the data active means inhibition above about 30%
sEH act = activators of human soluble epoxide hydrolase. P34913. purified human sEH enzymatic activity, activator screen. activation, % at 2 µM. hit rate 0.04% among 91,000. AID 717; in the data active means activation above about 37%; further: values of inactives mirror those of a sister screen read the other way
H69AR inhibit = growth inhibitors of human H69AR lung tumor cells; H69AR lung tumor viability, ATP luminescence, 72 h; active compounds read low; hit rate 6% among 85,000; AID 598; viability, % at 10 µM;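 active means viability at or below 40%; inactive means viability above 40%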;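 further: multidrug resistant small cell line overexpressing MRP-1 efflux transporter; 100% = mean luminescence of untreated control wells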
Lung fibro prol = blocks proliferation of human lung fibroblasts | viability, % at 10 µM | LL 47 human lung fibroblast viability, ATP luminescence; active compounds read low | AID 719 | hit rate 1.1% among 85,000;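 active means viability at or below 50% in the single dose screen; inactive means viability above 50%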;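 further: compound exposure lasted 72 h before the ATP readout; 100% = median luminescence of untreated cell-only wells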
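Material: Human LL 47 lung fibroblast cells | Input: 1,150 cells/well | Buffer or medium: IMEM plus 15% FBS | Compound dosing: 0.1% DMSO in all compound wells | Times: Overnight cell rest, 72 h compound treatment at 37 °C | Signal: CellTiter-Glo luminescence measuring cellular ATP | Measure: % viability versus median cells-only luminescence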
Active calls of the source: *; / = no result given. This is a subset (hit frequency here may not be typical).

nr	mol	sEH inh	S1P2 antag	HUVEC prolif 384	S1P2 agonist	LYP act
1	Cc1ccc(Cn2cccc2C2=NC(C)CO2)cc1 (configuration not stated)	-13	-9	107	-4	2
2	CCn1c(SCC(N)=O)nnc1-c1ccc2[nH]c(C)c(C)c2c1	8	-3	42	-3	9
3	Cc1cccc(N(C)C(=O)c2cc3cc4ccc(C)cc4nc3o2)c1	7	1	60	-8	7
4	CC(=O)c1cccc(NC(=O)c2ccc(N(Cc3ccccc3)S(C)(=O)=O)cc2)c1	20	-10	79	-9	-6
5	COc1cccc(N(C(=O)CNC(=O)c2ccco2)C(C(=O)NC2CCCC2)c2ccncc2)c1 (configuration not stated)	-6	13	96	-6	8
6	Cc1nc2c3ccccc3n(CCN3CCCCC3)c2s1	0	11	96	-1	4
7	Cc1ccc(-c2noc(CN(C(=O)C34CC5CC(CC(C5)C3)C4)C(C)C)n2)cc1	/	-3	94	-4	2
8	O=C(Nc1nnc(SCC(=O)N2CCCCC2)s1)c1cccs1	/	-17	91	-5	-5
9	CCc1nnc(SCC(=O)Nc2ccccc2)nc1CC	-22	0	95	-1	4
10	CCN1C(=O)/C(=C\N2CCN(c3ccc(F)cc3)CC2)SC1=S	11	12	90	-8	-4
11	CCOC(=O)c1nn(-c2ccc(C)cc2)c2nc(Nc3ccccc3)cc(=O)n12	-4	5	/	-5	9
12	COC(=O)CCC(=O)Nc1ccccc1C(N)=O	9	2	97	-2	-9

nr	PostGolgi ctrl	sEH act	H69AR inhibit	Lung fibro prol
1	14	10	96	94
2	2	-6	93	100
3	11	-8	19*	68
4	-4	-22	87	88
5	-2	5	101	106
6	18	-1	75	94
7	10	/	73	95
8	3	/	91	98
9	-1	21	101	100
10	0	-12	62	96
11	7	5	/	/
12	2	-8	102	100

(further entries)
nr	mol	sEH inh	S1P2 antag	HUVEC prolif 384	S1P2 agonist	LYP act
13	Cc1cccc(CN2CCN(C(=O)c3ccccc3F)CC2)c1	10	-1	93	-2	-5
14	N/C(=N\OC(=O)C12CC3CC(CC(C3)C1)C2)c1cccnc1	1	-8	/	-8	2
15	Cn1c(N)c(C(=O)c2cc(-c3ccccc3)nc3ccccc23)c(=O)n(C)c1=O	-7	-10	/	-7	0
16	Cc1cc(N2CCCCC2)n2nc(C)c(-c3ccccc3)c2n1	-6	-10	89	-2	-1
17	c1ccc2c(c1)[nH]c1c(N3CCCC3)ncnc12	-7	23	90	-1	-5
18	Cc1nn(Cc2ccccc2)c(C)c1NC(=O)c1cc(-c2cccs2)on1	5	19	95	-1	-15
19	O/N=C(\c1ccc(Cl)cc1)c1ncc(C(F)(F)F)cc1Cl	-16	-10	104	-2	-5
20	CSc1nnc(-c2ccccc2)o1	0	19	96	-4	-3
21	CC1CCN(CCCNC(=O)c2ccc(CSCc3cccc(Cl)c3)o2)CC1	-13	3	70	0	7
22	CC(=O)c1cc(C#N)c(SCC(=O)O)nc1C	-6	-7	108	2	-12
23	CCCCOc1ccc(-c2nnc(-c3ccncc3)o2)cc1	/	/	95	/	/
24	COc1ccc(-c2nnc(NC(=O)c3ccc(S(=O)(=O)N4COCC4(C)C)cc3)o2)cc1	-3	17	/	-4	-9

nr	PostGolgi ctrl	sEH act	H69AR inhibit	Lung fibro prol
13	3	-5	90	100
14	4	2	/	/
15	-8	5	/	/
16	25	4	57	82
17	11	8	86	102
18	-3	-5	88	/
19	14	12	47	94
20	16	-3	98	101
21	2	10	70	77
22	-11	4	101	97
23	2	/	84	111
24	27	2	/	/

Other records
nr	mol	sEH inh	S1P2 antag	HUVEC prolif 384	S1P2 agonist	LYP act
25	Cc1nn(C(=O)c2cccs2)c(C)c1CN1C(=O)c2ccccc2C1=O	-11	-22	80	0	2
26	O=C(C1CCCN1S(=O)(=O)c1ccc(Cl)c(Cl)c1)N1CCCCC1 (configuration not stated)	-2	7	96	-1	12
27	Cn1c(SCC(=O)NC(=O)NCc2ccco2)nnc1C(F)(F)F	-2	4	96	0	-24
28	CCNc1nc(SCC(=O)OC)nc(N2CCOCC2)n1	/	/	102	/	/
29	CCn1c(SCC(=O)N/N=C/c2ccc(C)o2)nnc1-c1ccccc1	8	6	/	0	-5
30	COc1ccc(S(=O)(=O)N(CC(=O)NCC2CCCO2)c2ccccc2)cc1OC (configuration not stated)	9	-3	101	-3	0
31	O=C(NCCCN=C1NS(=O)(=O)c2ccccc21)c1ccncc1	-11	2	101	-2	-4
32	Cc1cc(C2C(C#N)=C(N)SC(N)=C2C#N)c(C)s1	3	-40	97	0	-5
33	CS(=O)(=O)N(CC(=O)NCCSCc1cccc(Cl)c1)c1ccc2c(c1)OCO2	-2	-6	98	-2	-7
34	Cc1ccc(OCC(=O)O/N=C(\N)Cc2ccc(Cl)cc2)cc1	-6	-27	97	-5	5
35	CCOC(=O)C(Cc1ccccc1)NS(=O)(=O)c1ccc(NC(C)=O)cc1 (configuration not stated)	/	-5	95	-4	2
36	CCOc1ccc(/C(O)=C2/C(=O)C(=O)N(CC3CCCO3)C2c2ccco2)cc1 (configuration not stated)	-5	-5	92	-1	0

nr	PostGolgi ctrl	sEH act	H69AR inhibit	Lung fibro prol
25	2	10	21*	81
26	5	4	93	97
27	-12	0	107	102
28	-5	/	72	97
29	0	-9	/	/
30	5	-9	102	97
31	1	14	104	109
32	-1	2	86	102
33	16	8	77	88
34	25	9	93	84
35	2	/	93	100
36	/	4	96	101

(cont.)
nr	mol	sEH inh	S1P2 antag	HUVEC prolif 384	S1P2 agonist	LYP act
37	CCC(=O)N1CCc2cc(Br)cc(S(=O)(=O)NCCN3CCCCC3CC)c21 (configuration not stated)	/	/	93	/	/
38	COc1ccc(C2CC(c3cccs3)=NN2S(=O)(=O)c2ccc(C)cc2)cc1 (configuration not stated)	-9	-9	/	-7	6
39	COCCNC(=O)CSc1nc2cc(OC)c(OC)cc2c(=O)n1Cc1ccco1	2	-11	90	1	-3
40	O=C(c1ccco1)N1CCN(C(=O)c2nn3cccnc3c2Cl)CC1	5	16	95	-4	-2
41	COc1ccc(OC)c(NC(=O)C2CCN(S(=O)(=O)c3c(C)noc3C)CC2)c1	9	3	89	-7	-3
42	O=C(CCCOc1ccccc1)NCc1ccco1	5	17	/	-1	-1
43	Cn1c(CN2CCCCC2)nc2cc(NC(=O)c3ccccc3Cl)ccc21	2	-9	93	-6	-12
44	CS(=O)(=O)Nc1ccc(C(=O)Nc2ccccc2C(=O)N2CCCC2)cc1	3	-10	97	-4	3
45	CC(C)(C)C(=O)c1sc(Nc2ccccc2)nc1N	-2	-4	99	-4	-2
46	Nc1nc2nc(-c3ccc(Cl)cc3)cc(C(F)(F)F)n2n1	-14	-5	101	-5	3
47	COc1ccccc1N1CCN(C(=O)c2cc(-c3ccc4c(c3)OCO4)on2)CC1	/	9	82	-2	-1
48	Cc1cc([N+](=O)[O-])ccc1NCc1cccc2ccccc12	-1	33	/	-6	8

nr	PostGolgi ctrl	sEH act	H69AR inhibit	Lung fibro prol
37	12	/	88	98
38	/	8	/	/
39	17	-2	93	96
40	4	-6	97	97
41	5	-7	86	101
42	3	-3	/	/
43	2	1	101	102
44	4	-5	97	97
45	25	5	44	86
46	11	14	90	103
47	-2	/	66	105
48	/	4	/	/

Exported bar-delimited: part of the list above
item | canonical_smiles | sEH inh | S1P2 antag | HUVEC prolif 384 | S1P2 agonist | LYP act | PostGolgi ctrl | sEH act | H69AR inhibit | Lung fibro prol
39 | COCCNC(=O)CSc1nc2cc(OC)c(OC)cc2c(=O)n1Cc1ccco1 | 2 | -11 | 90 | 1 | -3 | 17 | -2 | 93 | 96
40 | O=C(c1ccco1)N1CCN(C(=O)c2nn3cccnc3c2Cl)CC1 | 5 | 16 | 95 | -4 | -2 | 4 | -6 | 97 | 97

Among those listed so far, 3 have a CF3 group.
nr	mol	sEH inh	S1P2 antag	HUVEC prolif 384	S1P2 agonist	LYP act
19	O/N=C(\c1ccc(Cl)cc1)c1ncc(C(F)(F)F)cc1Cl	-16	-10	104	-2	-5
27	Cn1c(SCC(=O)NC(=O)NCc2ccco2)nnc1C(F)(F)F	-2	4	96	0	-24
46	Nc1nc2nc(-c3ccc(Cl)cc3)cc(C(F)(F)F)n2n1	-14	-5	101	-5	3

nr	PostGolgi ctrl	sEH act	H69AR inhibit	Lung fibro prol
19	14	12	47	94
27	-12	0	107	102
46	11	14	90	103

Further compounds follow.
nr	mol	sEH inh	S1P2 antag	HUVEC prolif 384	S1P2 agonist	LYP act
49	CCCCCCc1nc2c(=O)[nH]c3ccccc3c2o1	/	/	112	/	/
50	CCN1CC2=C(OC(N)=C(C#N)C2c2cccs2)/C(=C/c2cccs2)C1 (configuration not stated)	4	-16	72	2	-1
51	COCc1cc(CN2CCN(C)CC2)c(O)c2ncccc12	-9	-17	90	-1	-13
52	Cc1cc(C)n2nc(SCC(=O)N(C)Cc3ccccc3)nc2n1	-14	-3	113	-6	1
53	COc1cccc2c(=O)c3c(cnn3C)n(C)c12	0	1	78	6	2
54	O=C(c1cc2sccc2n1Cc1ccccc1)N1CCc2ccccc21	9	5	89	-4	12
55	O=c1[nH]c2ccccc2nc1N1CCOCC1	12	-1	89	-11	-10
56	C=CCc1ccccc1OCC(=O)OCCNC(=O)c1cccnc1	1	8	/	-6	-3

nr	PostGolgi ctrl	sEH act	H69AR inhibit	Lung fibro prol
49	11	/	102	104
50	16	0	55	95
51	14	8	25*	87
52	-5	14	99	101
53	-6	3	58	98
54	30	-6	72	91
55	0	-12	86	105
56	-1	1	/	/

Taken from above.
H69AR inhibit, no. 37 = 88
PostGolgi ctrl, no. 8 = 3
S1P2 antag, no. 15 = -10
S1P2 antag, no. 26 = 7
H69AR inhibit, no. 7 = 73
sEH inh, no. 38 = -9
S1P2 agonist, no. 20 = -4

Compound activity: PubChem BioAssay, several laboratories
